DDE Tn6 FP inh = disrupts Tn6 cyclic peptide binding to fibrin D-Dimer-E complex; P02675; Fibrin DD(E) TRITC-Tn6 fluorescence polarization displacement; inhibition, % at 8.3 µM; 370,000 compounds, 0.21% hits; AID 720509;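 active = inhibition above a per-campaign cutoff: mean of compounds within control limits plus 3 SD, cut at about 15% in these data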;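 also: 0% = median of all compound wells on the plate and 100% = blocking peptide control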
Target sequence (P02675 whole entry, looked up): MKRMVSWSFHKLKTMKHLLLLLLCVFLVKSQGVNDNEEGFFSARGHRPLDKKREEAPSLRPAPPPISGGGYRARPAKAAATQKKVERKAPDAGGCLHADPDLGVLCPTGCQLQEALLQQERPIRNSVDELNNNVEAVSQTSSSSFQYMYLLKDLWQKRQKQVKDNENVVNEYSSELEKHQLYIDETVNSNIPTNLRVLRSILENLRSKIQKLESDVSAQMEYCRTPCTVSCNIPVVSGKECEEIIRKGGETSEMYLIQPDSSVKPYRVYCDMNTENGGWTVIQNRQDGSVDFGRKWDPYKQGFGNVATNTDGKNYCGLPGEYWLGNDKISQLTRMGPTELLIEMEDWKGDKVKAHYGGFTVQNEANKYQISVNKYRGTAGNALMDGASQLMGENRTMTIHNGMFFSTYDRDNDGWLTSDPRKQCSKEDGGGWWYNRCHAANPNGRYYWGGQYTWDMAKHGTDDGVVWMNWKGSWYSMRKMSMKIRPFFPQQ
ADAM10 inh = inhibitors of human ADAM10; recombinant ADAM10, EDANS/DABCYL FRET peptide cleavage, 3 h; inhibition, % at 7 µM; 370,000 compounds, 0.62% hits;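 active = inhibition above a per-campaign cutoff equal to the mean of compounds falling between control-based bounds plus 3 SD, cut at about 20% in these data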;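 also: 0% = DMSO wells while the 100% control is not disclosed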
ARFGAP1 inh = inhibits rat ARF GTPase activating protein 1 | 360,000 compounds, 0.26% hits | inhibition, % at 16.5 µM | Q62848 | AID 651572 | Arfgap1-stimulated ARF1 GTP hydrolysis, GDP FP detection;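 active = inhibition above a per-plate limit, mean inhibition of low control wells plus 3 SD, cut at about 25% in these data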;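 also: 0% = DMSO wells with enzyme and 100% = wells lacking Arfgap1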
Target sequence (Q62848 1-136 limits assumed): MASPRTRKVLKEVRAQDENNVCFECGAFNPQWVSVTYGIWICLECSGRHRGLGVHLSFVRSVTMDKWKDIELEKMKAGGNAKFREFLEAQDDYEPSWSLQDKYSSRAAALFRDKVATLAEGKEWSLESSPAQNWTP
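Material – truncated rat Arfgap1 GAP domain · Buffer or medium – HEPES-based buffer, pH 7.5 · Reagent – human ARF1(Δ1-17)-GTP substrate · Dosing – 16.5 µM single point, 1.26% DMSO · Schedule – GTP hydrolysis reaction 2 h at 25 °C · Technique – GDP detection by fluorescence polarization · Benchmarks – No-Arfgap1 wells (100%) versus DMSO full-reaction wells (0%) · Repeats – single replicate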
TDP2 inh = TDP2 (human) inhibition, absorbance primary screen | 370,000 compounds, 0.34% hits | O95551 | inhibition, % at 12.8 µM | recombinant TDP2, T5PNP hydrolysis, p-nitrophenol absorbance 415 nm | AID 720702;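 active = inhibition above the mean of all tested compounds plus 3 SD, set per campaign, cut at about 25% in these data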;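 also: 0% = DMSO with enzyme and 100% = buffer with substrate but no TDP2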
Target sequence (O95551 whole entry, looked up): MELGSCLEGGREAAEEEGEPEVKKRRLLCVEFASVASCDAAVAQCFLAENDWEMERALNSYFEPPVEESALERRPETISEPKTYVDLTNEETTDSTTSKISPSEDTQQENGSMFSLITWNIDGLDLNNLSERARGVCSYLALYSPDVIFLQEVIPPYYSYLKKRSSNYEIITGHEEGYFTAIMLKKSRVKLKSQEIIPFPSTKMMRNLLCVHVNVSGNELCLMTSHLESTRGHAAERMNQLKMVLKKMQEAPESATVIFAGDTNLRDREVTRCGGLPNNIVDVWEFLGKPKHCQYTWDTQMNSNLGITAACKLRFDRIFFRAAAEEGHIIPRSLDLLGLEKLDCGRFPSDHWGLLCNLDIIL
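Incubation: 2 h at 37 °C; Test system: recombinant human TDP2; Quantity: enzyme 120 nM; Read-out basis: percent inhibition; Medium: 50 mM Tris-HCl pH 7.5 with Mg2+, KCl, DTT, BSA; Repeats: single replicate; Compound: 12.8 µM single point, 1% DMSO; Signal: epi absorbance; Reagent: 5 mM T5PNP chromogenic substrate; Benchmarks: no-enzyme high, DMSO-plus-enzyme low.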
Tn7 DDE FP = DD(E)-Tn7 binding inhibition, primary FP screen; P02675; FP displacement of FITC-Tn7 peptide from fibrin DD(E); 0% = median of compound wells per plate; inhibition, % at 8.3 µM; 370,000 compounds, 0.13% hits; AID 720508;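 active = inhibition above the mean of compounds falling within the control limits plus 3 SD of them, cut at about 14% in these data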;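 also: 0% = plate median of compound wells and 100% = 10 µM Aha-Tn7 peptide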
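Assay system: human fibrin DD(E). Input: DD(E) 2 µM final. Medium: Tris buffer with calcium and detergent, pH 7.8. Compound dosing: single point at 8.3 µM. Timing: 10 min plus 3 h, room temperature. Technique: fluorescence polarization of the labelled Tn7 tracer. Read-out: percent inhibition. Replicates: singlicate testing.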
PLCg1 inh = blocks human PLC-gamma1 enzyme activity | P19174 | purified PLC-gamma1, fluorogenic substrate, fluorescence | inhibition, % at 12.2 µM | 370,000 compounds, 0.84% hits | AID 720700; in the data active = inhibition above about 9.5%
proKLK7 act = activators of human kallikrein-7 zymogen | purified proKLK7, EDANS-DABCYL substrate fluorescence; 100% is mature enzyme control, 0% vehicle | P49862 | activation, % at 7 µM | 370,000 compounds, 0.9% hits;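 active = activation above the mean of all tested compounds plus 3 SD, computed per campaign excluding outliers beyond control limits, cut at about 13% in these data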
ASAP1 inh = blocks human ASAP1-stimulated Arf1 GTP hydrolysis; Q9ULH1; GDP FP detection; inhibition, % at 16.5 µM; 360,000 compounds, 0.19% hits; AID 624377; in the data active = inhibition above about 25%;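 also: 0% = vehicle with enzyme and substrate and 100% = no enzyme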
ADAM17 inh = inhibits human ADAM17. AID 720648. 370,000 compounds, 0.83% hits. inhibition, % at 6.95 µM. recombinant ADAM17, EDANS/DABCYL FRET peptide cleavage;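 active = inhibition above the mean of compounds lying between control limits plus 3 SD, set per campaign, cut at about 8.5% in these data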;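 also: 0% = DMSO-only wells as the low control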
LEDGF integ inh = blocks HIV-1 LEDGF/p75-dependent DNA integration; TR-FRET IN-LEDGF/p75 DNA integration, Eu/Cy5; inhibition, % at 3.7 µM; 370,000 compounds, 0.64% hits; AID 743269;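 active = inhibition above the screen-wide mean plus 3 SD, cut at about 13% in these data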;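 also: signal is the Cy5 over europium emission ratio at 671 and 618 nm; 0% = plate median of compound wells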
Starred values were filed as active, the others as inactive; i = inactive.

SMILES	DDE Tn6 FP inh	ADAM10 inh	ARFGAP1 inh	TDP2 inh	Tn7 DDE FP	PLCg1 inh	proKLK7 act	ASAP1 inh	ADAM17 inh	LEDGF integ inh
C=CCN1C(=O)c2ccc(C(=O)NCC(=O)Nc3c(C)cc(C)cc3C)cc2C1=O	-5	-3	5	8	-5	-2	-0.5	-6	-3	-1
Cc1c(C(=O)Oc2ccc(F)cc2)sc2ncn(Cc3cccc(F)c3)c(=O)c12	-1	-2	-2	9	-3	0	0.2	18	-3	2
COc1ccccc1C1CC(=O)Nc2cc(C)c(C)cc21 (stereo not drawn)	5	3	11	1	0	1	0.0	24	-3	-2
Cc1ccccc1-c1cc(C(=O)N2CCCC2)c2ccccc2n1	-2	0	14	2	-2	3	-0.3	10	-2	2
CN(CC(=O)Nc1ccccc1Br)C(=O)c1ccccc1OCc1ccc(Cl)cc1	3	-5	4	-1	1	1	-0.3	-15	-2	-1
O=S1(=O)CC(N2CCCC2)CN1Cc1cn(Cc2ccc(C(F)(F)F)cc2)nn1 (stereo not drawn)	0	-4	3	2	1	-1	0.5	6	-1	1
Cc1cc(OCC(=O)OCC(=O)NC2CCCCC2C)ccc1Cl (stereo not drawn)	0	-4	5	0	10	-2	-0.3	-1	-1	1
Cc1ccc(NC(=S)NC(=O)c2ccccc2)cc1NC(=S)NC(=O)c1ccccc1	10	-10	-8	-4	0	-8	0.7	5	-2	4
CS(=O)(=O)Nc1ccc(C(=O)NCCSCc2c(F)cccc2Cl)cc1	1	1	-4	9	2	1	0.3	-9	-1	0
O=C(Nc1ccc(Cl)cc1)N1CCN(Cc2ccc3c(c2)OCO3)CC1	1	-3	5	1	-1	1	-0.5	-1	-2	1
COc1ccc(N2CCN(c3cc(=O)n(Cc4ccc(F)cc4)c(=O)[nH]3)CC2)cc1	4	-3	-7	-5	4	-1	0.3	-2	0	-3
COc1ccc(Br)cc1CN(C)CC(O)COc1ccc(Br)cc1 (stereo not drawn)	-3	0	10	-7	-3	3	0.2	-3	6	0
NS(=O)(=O)c1ccc(CCNC(=O)CSc2nc3ccccc3c(=O)n2CCC(=O)N2CCCCC2)cc1	-7	1	7	-5	-3	4	0.2	-4	1	3
NC(=O)C1CCN(C(=S)NCc2ccc3c(c2)OCO3)CC1	8	-1	-6	5	15*	1	0.3	-3	-3	-2
O=C(Nc1ccc(N2C(=O)c3cccc4cccc(c34)C2=O)cc1)c1ccc(N2CCCCC2)c([N+](=O)[O-])c1	-8	-4	3	1	-1	0	-0.1	-12	-4	0
O=C1N=c2ccc([N+](=O)[O-])cc2=C1c1sc(=O)[nH]c1O	-10	-4	-14	14	3	3	0.3	0	-3	-3
COc1ccc(OCC(=O)OC2CCCN(C)C2)cc1 (stereo not drawn)	10	-7	-23	-10	9	-1	0.7	1	-4	-8
O=C(COC(=O)c1ccc([N+](=O)[O-])o1)NCc1ccc(F)cc1	-2	-14	2	17	3	1	-0.1	9	0	1
O=C(NCCCN1CCCC1=O)c1cncc(Br)c1	8	-6	4	12	5	-2	-0.6	5	-5	-2
CC1(C)CC(NS(=O)(=O)c2ccc3ccccc3c2)CC(C)(C)N1	0	-4	7	10	5	3	0.4	-10	-2	0
Cc1cc(O)cc(O)c1C(=O)Cc1cscn1	2	-4	5	-15	0	-1	0.3	4	0	-2
CC(C)(C)NS(=O)(=O)c1cnc(Cl)c(Cl)c1	2	-4	0	5	0	-1	-0.3	1	-5	0
Cc1ccc(CNC(=O)C2CCN(S(=O)(=O)c3cccs3)CC2)o1	8	-1	-12	2	3	-5	0.5	-3	-6	4
Cc1cccnc1NC1(C(F)(F)F)N=C(c2ccccc2)NC1=O (stereo not drawn)	-5	-5	-1	-7	-1	-1	-0.1	1	-8	-1
Nc1nonc1C(=O)OCC(=O)N1CCCCC1	-3	9	3	-6	-6	0	0.3	-12	0	1
SMILES	DDE Tn6 FP inh	ADAM10 inh	ARFGAP1 inh	TDP2 inh	Tn7 DDE FP	PLCg1 inh	proKLK7 act	ASAP1 inh	ADAM17 inh	LEDGF integ inh
CCN(CC)c1ccc(C(=O)NC(=S)Nc2cc(S(=O)(=O)N3CCOCC3)ccc2-n2cncn2)cc1	3	-12	4	8	5	-10	0.0	-1	-3	2
O=C(O)CSCC(=O)N1CCCN(c2nccc(C(F)(F)F)n2)CC1	1	2	-1	3	3	-1	0.4	-13	-4	6
COc1ccc(CC(=O)NCc2nnc(SCC(=O)Nc3ccc(OC)cc3)n2C)cc1	2	-4	13	-1	2	-3	0.1	9	-4	-3
O=C(O)c1cc(-n2cccc2)ccc1N1CCOCC1	8	1	7	-5	-4	1	0.0	3	-2	5
Cc1cccc(N2CCN(C(=O)CN3C(=O)NC4(CCCCCC4)C3=O)CC2)c1C	-2	0	0	12	-2	-2	-0.1	-2	2	0
C#CCOCCOCCOCCNc1nc(N2CCN(C(=O)CCCCCCCCCCNC(=O)Cn3cc(C[C@@H](C)O)nn3)CC2)nc(N2CCN(C(=O)CCCCCCCCCCNC(=O)[C@H](CO)n3cc(CCCSC)nn3)CC2)n1	9	3	13	-4	7	1	-0.1	-8	-2	-2
Cc1ccccc1N1CCN(C(=O)c2cc(-c3ccccc3)nc3c2cnn3C(C)C)CC1	-7	-16	-3	-2	-4	2	-0.3	7	0	-1
CCOC(=O)/C(C#N)=C/c1cc(C)n(-c2ccc(Br)cc2)c1C	-1	-6	-21	-1	0	-1	-0.5	-2	-5	2
Nc1cc(C(F)(F)F)ccc1C(=O)O	9	i	5	3	-1	-63	3.6	4	-133	-2
CCCc1c(C)nc(N2CCN(c3ccccc3F)CC2)[nH]c1=O	-9	2	-3	2	2	1	0.4	3	-3	2
COCCCNc1nc(N)c([N+](=O)[O-])c(Nc2cc(OC)ccc2OC)n1	-2	-8	3	14	-7	1	0.1	2	-5	1
COc1ccccc1/C=C/C1(C(=O)NC2CCCC2)CC(=O)N1c1ccc(C)cc1 (stereo not drawn)	0	6	-2	5	-5	2	-0.1	8	1	2
COc1ccc(C(=O)Nc2ccc3nc(C)sc3c2)cc1S(=O)(=O)N1CCOCC1	1	-1	8	-8	4	0	1.2	-5	-1	4
Cc1c(Cl)cccc1NC(=O)C1CCCN(S(C)(=O)=O)C1 (stereo not drawn)	4	2	-5	1	1	3	-0.4	7	0	3
CCCOC(=O)c1ccc(OCC(O)CN2CCN(C(=O)c3ccccc3)CC2)cc1 (stereo not drawn)	-3	3	3	8	-3	3	-0.2	-1	1	1
CC(=O)NC(CC(=O)Nc1ccc(S(=O)(=O)NC2=NCCCCC2)cc1)c1ccccc1 (stereo not drawn)	5	-4	-3	2	9	0	0.3	7	-3	0
CCN(CC)S(=O)(=O)c1ccc(N2CCOCC2)c(NS(=O)(=O)c2ccc(OC)cc2)c1	4	8	9	-1	2	1	-0.2	1	-1	1
O=C(NCCCN1CCOCC1)c1cccc(S(=O)(=O)NCc2ccccc2)c1	9	-4	0	1	-10	0	0.0	10	-1	5
COc1ccc(NC(=O)COc2coc(CN3c4ccccc4CC3C)cc2=O)cc1 (stereo not drawn)	5	-11	0	-4	4	-3	0.1	-11	-2	1
Cc1ccc(C)c(S(=O)(=O)NNC(=O)Nc2ccccc2Cl)c1	-3	1	8	-9	-4	2	-0.1	17	2	1
CC(Nc1ccc2c(c1)OCCO2)C(=O)N1CCc2ccccc21 (stereo not drawn)	2	-3	-2	10	0	-1	-0.9	7	1	0
CC12CC3CC(C)(C1)CC(C(=O)NC(=S)N1CCOCC1)(C3)C2	2	-2	4	-4	4	-2	0.2	2	-3	-1
CCOCCCNC(=O)C(NC(=O)CC1NC(=O)NC1=O)c1ccc(Cl)cc1 (stereo not drawn)	6	-2	-17	7	5	0	-0.2	15	-1	2

7 entries from above, with values under each structure:
Sequence of screens: DDE Tn6 FP inh	ADAM10 inh	ARFGAP1 inh	TDP2 inh	Tn7 DDE FP	PLCg1 inh	proKLK7 act	ASAP1 inh	ADAM17 inh	LEDGF integ inh
CCCOC(=O)c1ccc(OCC(O)CN2CCN(C(=O)c3ccccc3)CC2)cc1 (stereo not drawn)
→ -3	3	3	8	-3	3	-0.2	-1	1	1
O=C1N=c2ccc([N+](=O)[O-])cc2=C1c1sc(=O)[nH]c1O
→ -10	-4	-14	14	3	3	0.3	0	-3	-3
C#CCOCCOCCOCCNc1nc(N2CCN(C(=O)CCCCCCCCCCNC(=O)Cn3cc(C[C@@H](C)O)nn3)CC2)nc(N2CCN(C(=O)CCCCCCCCCCNC(=O)[C@H](CO)n3cc(CCCSC)nn3)CC2)n1
→ 9	3	13	-4	7	1	-0.1	-8	-2	-2
Cc1cc(OCC(=O)OCC(=O)NC2CCCCC2C)ccc1Cl (stereo not drawn)
→ 0	-4	5	0	10	-2	-0.3	-1	-1	1
Nc1nonc1C(=O)OCC(=O)N1CCCCC1
→ -3	9	3	-6	-6	0	0.3	-12	0	1
COc1ccc(CC(=O)NCc2nnc(SCC(=O)Nc3ccc(OC)cc3)n2C)cc1
→ 2	-4	13	-1	2	-3	0.1	9	-4	-3
Cc1cccnc1NC1(C(F)(F)F)N=C(c2ccccc2)NC1=O (stereo not drawn)
→ -5	-5	-1	-7	-1	-1	-0.1	1	-8	-1

This is a random part of the collection; 4.2% or so of the library scored in one or more.
